High-throughput results: PubChem BioAssay, several laboratories
DAX1 inh-1: DAX1 (NR0B1) inhibitors on StAR promoter, primary screen, cell-based, luminescence, SF-1 (NR5A1), full-length DAX-1 | inhibition, % at 6.8 µM | AID 652010, 2013 | 370,000 tested, 1.1% active | HEK293T StAR-luciferase reporter, SF-1/DAX-1 repression relief;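 active = inhibition above the mean over all tested compounds plus 3 SD, cut at about 3.6% in these data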;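 also: 0% = DAX-1 cells with DMSO and 100% = cells lacking DAX-1 with DMSO; higher inhibition means more luminescence from relief of DAX-1 repression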
ssDAF-12 act: S. stercoralis DAF-12 nuclear receptor activators, primary screen, cell-based, luminescence, HEK293, GRIP1 co-expression, lit1-tk-luc; Nuclear hormone receptor DAF-12 (Strongyloides stercoralis); HEK293 ssDAF-12/GRIP1 lit1-tk-luc reporter; % of 3 µM dafachronic acid response; activation, % at 6.8 µM; 370,000 tested, 1% active;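 active = activation above the mean over all tested compounds plus 3 SD, cut at about 0.9% in these data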;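 also: 0% = DMSO-only wells and 100% = 3 µM delta7-dafachronic acid wells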
ADAM10 inh: human ADAM10 inhibitors, primary screen, biochemical, QFRET, HTS; 370,000 tested, 0.62% active; Disintegrin and metalloproteinase domain-containing protein 10 (Homo sapiens), O14672; inhibition, % at 7 µM; recombinant ADAM10, EDANS/DABCYL FRET peptide cleavage, 3 h;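 active = inhibition above a per-campaign cutoff equal to the mean of compounds falling between control-based bounds plus 3 SD, cut at about 20% in these data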;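 also: 0% = DMSO wells while the 100% control is not disclosed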
DAX1 inh-2: DAX1 (NR0B1) inhibitors, primary screen, cell-based, HEK293, Gal4-DAX1, luciferase luminescence; Nuclear receptor subfamily 0 group B member 1 (Homo sapiens), P51843; HEK293 Gal4-DAX1 luciferase reporter; 340,000 tested, 0.99% active; inhibition, % at 6.75 µM; AID 504766, 2011;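 active = inhibition above the mean over all tested compounds plus 3 SD, cut at about 4.2% in these data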;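 also: 0% = DAX1-transfected cells with DMSO and 100% = empty-vector control cells with DMSO; inhibition shows as a rise in luminescence from relieved DAX1 repression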
NPR2 activator: human GC-B receptor activators, primary screen, HEK293 GC-B cells, cGMP TR-FRET, EC30 CNP; Atrial natriuretic peptide receptor 2 (Homo sapiens), P20594; 0% at EC30 CNP, 100% saturating CNP; activation, % at 10 µM; 370,000 tested, 0.11% active; AID 1920062, 2024;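 active = activation at 10 µM reaching about 35% in either raw or pattern-adjusted values, limit read from the data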
hgDAF12 agonist: H. glycines DAF-12 receptor agonists, primary screen, cell-based, luminescence, HEK293, GAL4 fusion, UAS-luciferase; Nuclear hormone receptor DAF-12 (Heterodera glycines), GAL4 fusion; HEK293 GAL4-hgDAF12 UAS-luciferase reporter, agonist luminescence; normalized to butyrate control; activation, % at 6.8 µM; 370,000 tested, 1.8% active; AID 687014, 2013;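 active = activation above a cutoff set at the mean of all screened compounds plus 3 SD, cut at about 10% in these data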;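 also: 0% = DMSO wells and 100% = sodium butyrate wells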
hcDAF12 agonist: H. contortus DAF-12 nuclear receptor activators, primary screen, cell-based, luminescence, HEK293, lit1-tk-luc reporter; HEK293 hcDAF-12 lit1-tk-luc reporter; 0% DMSO, 100% Δ7-dafachronic acid; activation, % at 6.8 µM; 370,000 tested, 1.4% active;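 active = activation above the mean of all tested compounds plus 3 SD, cut at about 5.5% in these data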;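 also: 100% = response to 3 µM Δ7-dafachronic acid high control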
GAA850 FXN act: FXN promoter activators, primary screen, cell-based, luciferase luminescence, HEK293 lucGAA850; HEK293 lucGAA850 FXN promoter luciferase reporter, 24 h; percent of 10 µM SAHA response; activation, % at 6 µM; 360,000 tested, 0.56% active; AID 540364, 2011;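 active = activation above the average of all compounds screened plus 3 SD, cutoff fixed separately per campaign, cut at about 7.5% in these data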;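 also: 0% = DMSO wells and 100% = 10 µM SAHA wells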
GC-A act: GC-A stimulated cGMP production enhancers – HEK293 GC-A cells, cGMP TR-FRET, EC30 ANP, primary screen. Atrial natriuretic peptide receptor 1 (Homo sapiens), P16066. 0% at EC30 ANP, 100% saturating ANP. activation, % at 10 µM. 370,000 tested, 0.14% active. AID 1671463, 2021; in the data active = activation above about 40%
Target sequence (P16066 whole entry, looked up): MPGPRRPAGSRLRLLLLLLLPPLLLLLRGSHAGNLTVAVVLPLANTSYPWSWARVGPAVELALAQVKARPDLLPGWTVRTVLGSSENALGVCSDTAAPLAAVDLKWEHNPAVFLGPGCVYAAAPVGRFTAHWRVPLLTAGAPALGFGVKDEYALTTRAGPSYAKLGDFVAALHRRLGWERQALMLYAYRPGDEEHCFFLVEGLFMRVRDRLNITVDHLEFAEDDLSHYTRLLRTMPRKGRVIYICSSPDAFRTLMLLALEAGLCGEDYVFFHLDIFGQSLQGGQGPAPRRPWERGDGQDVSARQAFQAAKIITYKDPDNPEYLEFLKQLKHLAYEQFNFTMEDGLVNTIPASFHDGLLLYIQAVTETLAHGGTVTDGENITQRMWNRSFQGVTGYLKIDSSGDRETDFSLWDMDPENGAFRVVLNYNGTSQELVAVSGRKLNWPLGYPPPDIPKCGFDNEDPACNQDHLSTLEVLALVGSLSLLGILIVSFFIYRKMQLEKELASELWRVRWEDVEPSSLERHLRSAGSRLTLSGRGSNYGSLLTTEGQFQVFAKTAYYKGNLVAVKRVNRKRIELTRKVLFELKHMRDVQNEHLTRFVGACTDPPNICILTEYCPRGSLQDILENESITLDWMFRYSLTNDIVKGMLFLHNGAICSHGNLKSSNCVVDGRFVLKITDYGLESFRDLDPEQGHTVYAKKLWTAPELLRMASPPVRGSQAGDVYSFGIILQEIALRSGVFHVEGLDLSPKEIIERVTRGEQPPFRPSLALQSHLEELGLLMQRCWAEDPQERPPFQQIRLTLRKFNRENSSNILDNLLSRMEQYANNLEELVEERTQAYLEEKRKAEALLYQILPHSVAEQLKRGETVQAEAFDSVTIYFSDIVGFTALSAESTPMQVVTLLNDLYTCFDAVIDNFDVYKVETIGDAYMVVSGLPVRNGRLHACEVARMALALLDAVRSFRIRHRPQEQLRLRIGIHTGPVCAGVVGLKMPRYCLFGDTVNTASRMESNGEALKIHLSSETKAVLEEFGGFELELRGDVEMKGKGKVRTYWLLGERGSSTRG
SMARCA2 activ: SMARCA2 (BRM) function activators, primary screen, cell-based, luminescence, high throughput; 370,000 tested, 1% active; AID 652017, 2013; activation, % at 9.1 µM; MG213 cells, MMTV-luciferase reporter, dexamethasone, overnight; in the data active = activation above about 7.8%;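 also: 0% = vehicle wells and 100% = reference activator wells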
HGIII-sPLA2 inh: human group III sPLA2 inhibitors, primary screen, biochemical, QFRET, BODIPY PC-A2 liposome substrate | Group 3 secretory phospholipase A2 (Homo sapiens), Q9NZ20 | QFRET BODIPY PC-A2 liposome hydrolysis, fluorescence | inhibition, % at 12.2 µM | 370,000 tested, 0.56% active;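 active = inhibition above mean plus 3 SD of compounds lying within the high and low control bounds, cut at about 19% in these data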;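 also: 0% = median of test compound wells and 100% = no enzyme DMSO wells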
Starred values were filed as active, the others as inactive; / = no result given.

structure | DAX1 inh-1 | ssDAF-12 act | ADAM10 inh | DAX1 inh-2 | NPR2 activator | hgDAF12 agonist | hcDAF12 agonist | GAA850 FXN act | GC-A act | SMARCA2 activ | HGIII-sPLA2 inh
COc1ccc(NC(=O)CSc2ccc(-c3ccco3)nn2)c(OC)c1 | -3.3 | -0.9 | 7 | 0.1 | -1 | 0.0 | 1.4 | 0.4 | -1 | -2 | 1
CC1CCCN(Cc2c(O)ccc3c(=O)c(-c4nc5ccccc5s4)c(N)oc23)C1 (centres undefined) | -1.5 | -1.1 | -261 | -1.5 | -1 | -0.6 | -0.2 | -2.9 | 13 | 0 | -32
c1ccc(-c2cnnc(N3CCOCC3)n2)cc1 | 0.7 | -0.8 | 8 | -0.3 | 0 | 3.0 | -1.4 | 2.1 | 3 | 1 | 8
CCOP(=O)(c1ccccc1)c1nc(-c2ccc(F)cc2)oc1N1CCCCC1 (centres undefined) | -0.5 | -1.6 | -13 | -0.5 | -9 | -1.1 | 0.2 | 0.2 | -7 | 0 | 0
Nc1nc(-c2ccccc2)c(-c2ccccc2)o1 | -0.1 | -2.1 | 2 | -1.9 | 1 | 0.1 | -0.8 | 1.1 | -5 | -3 | 0
Cc1nnc(SC(=O)N2c3ccccc3Sc3ccccc32)s1 | -2.9 | -2.3 | 3 | -3.5 | 3 | -4.8 | -1.8 | -14 | -8 | -8 | -5
CCN(CC)c1ccc(/C=N\NC(=O)c2cccc3cc[nH]c23)cc1 | -1.2 | -1.1 | -18 | -0.7 | -3 | 8.2 | 0.1 | -0.9 | 3 | 3 | -7
COC(=O)CC/C(O)=C1\C(=O)CC(C)(C)CC1=Nc1ccccc1OC | 0.0 | -1.4 | 5 | 0.1 | -5 | -1.6 | -0.9 | -2.6 | -7 | 4 | -3
CSc1ccc(Cn2nnc(C(=O)NCCc3ccc(Cl)cc3)c2N)cc1 | -0.2 | -0.8 | 1 | 0.0 | -2 | 1.5 | -1.4 | -0.1 | -6 | -3 | -6
Cc1cc(NC(=O)CSc2nnc(-c3ccc4c(c3)OCCO4)o2)no1 | 3.9* | 0.0 | -1 | -0.7 | 4 | 10 | 3.9 | 1.8 | -2 | 6 | -7
COCCCNC(=O)CC1C(=O)N(Cc2ccccc2)C(C)c2nc3ccccc3n21 (centres undefined) | 0.3 | -0.6 | 5 | 0.8 | 0 | 3.1 | 0.4 | -0.5 | -2 | -4 | 2
O=C(COc1ccc([N+](=O)[O-])cc1)NCc1ccncc1 | -0.7 | -0.8 | -4 | / | -2 | 0.0 | -1.9 | 0.2 | 2 | 0 | 1
O=C(CNC(=O)c1ccccc1)OCC(=O)c1ccccc1Cl | 0.0 | -1.1 | -3 | 0.9 | -1 | 0.2 | 2.0 | 2.0 | 2 | 1 | -1
Cc1cc2c(cc1C)NC1=C(N2)OC(c2cccc(O)c2)C1=O (centres undefined) | -0.1 | -0.8 | 0 | -1.3 | -11 | 1.9 | 0.5 | 3.3 | -3 | 0 | -9
COc1ccc2c(c1OC)C(=O)OC2N1C(=O)CC[C@H]1C(=O)NCC1CCCO1 (some centres undefined) | 0.3 | -1.2 | -66 | -1.2 | 1 | 1.5 | 0.3 | -0.1 | 0 | -1 | 10
COc1ccc(CC(=O)O/N=C(\N)Cc2cccc3ccccc23)cc1 | -0.3 | -0.8 | 5 | -0.5 | 7 | 4.0 | 0.5 | 2.4 | 1 | -1 | -12
COCCCNc1nc2c(c(=O)[nH]c(=O)n2C)n1CC(O)COc1ccccc1 (centres undefined) | -0.2 | -1.5 | 7 | 2.8 | -2 | -1.6 | -0.7 | -0.4 | 1 | -3 | 3
CCCCC(=O)Nc1nc(-c2ccc(S(=O)(=O)N3CCOCC3)cc2)cs1 | -6.2 | -1.8 | -28 | -1.3 | 2 | -3.9 | -3.0 | -0.6 | 6 | -3 | -7
O=C(CCc1nnc(Cc2cccc(C(F)(F)F)c2)o1)NCC(F)(F)F | 0.2 | -1.2 | 0 | 2.0 | 1 | -1.8 | 2.4 | 0.3 | 6 | 1 | -1
Cc1nc(SCC(=O)c2cccs2)c2oc3ccccc3c2n1 | 0.9 | -1.1 | 8 | 2.7 | 3 | 5.7 | -0.2 | 7.6* | 7 | 8.5* | -40
COc1ccc(CC(=O)Nc2ccc(F)c(S(=O)(=O)N3CCOCC3)c2)cc1 | -1.3 | -0.6 | -9 | -0.8 | 5 | 2.4 | -0.2 | 1.6 | 1 | -1 | -2
O=C(c1ccc(CS(=O)Cc2ccccc2Cl)o1)N1CCN(c2ccccn2)CC1 (centres undefined) | -2.4 | -1.4 | -1 | -0.1 | 8 | -5.0 | -0.9 | -0.8 | -3 | -4 | -6
CCO[C@H]1OC(C(N)=O)=C[C@@H](C)[C@@H]1CCCO | 0.1 | -1.3 | -3 | 1.3 | 1 | 2.7 | -2.1 | -1.2 | 2 | 2 | 0
CCCc1nc2ccc(C(=O)OC)cn2c1Cc1cccc(F)c1 | 1.3 | -0.1 | -39 | / | 3 | 3.7 | 2.9 | / | 1 | -4 | -2
COc1ccc(COC(=O)c2ccc(C)c(S(=O)(=O)N3CCOCC3)c2)cc1F | -2.0 | -1.1 | -4 | -0.1 | 11 | 0.5 | -1.0 | 2.9 | 3 | -1 | -3
OCCN(Cc1ccccc1)Cc1nc(CC2CC2)no1 | 0.2 | -1.5 | 0 | 0.2 | -1 | -0.1 | -1.7 | -1.4 | -2 | -1 | -1
Cc1c(C)c2ccc(OCC(=O)N[C@@H](Cc3c[nH]c4ccccc34)C(=O)O)cc2oc1=O | 0.6 | 0.6 | -87 | 6.6* | 3 | -0.3 | 1.7 | 3.8 | -1 | 0 | -37
CCn1c(SCc2nc3ccccc3[nH]2)nnc1-c1ccncc1 | 0.0 | -0.5 | -26 | 1.4 | 1 | 1.5 | 3.4 | 2.9 | 0 | 1 | 0
CC(=O)c1sc(NC(=O)c2ccccc2C)nc1C | 0.1 | -1.1 | -11 | -0.2 | 2 | 1.6 | -0.3 | 3.4 | -1 | -1 | 3
CC(C)(Oc1ccc(Cl)cc1)C(=O)NCc1ccc(S(N)(=O)=O)cc1 | -1.0 | -1.5 | 6 | -1.1 | -1 | -1.9 | -0.6 | -0.4 | -2 | -1 | -2
COCCCNC(=S)N1CCC(C(=O)c2ccc(Cl)cc2)CC1 | -0.3 | -1.5 | -14 | -1.5 | 7 | -2.0 | -1.9 | 0.9 | -1 | -4 | 16
CCOC(=O)C1CCCN(C(=O)CS(=O)(=O)Cc2ccccc2)C1 (centres undefined) | -0.4 | -0.6 | 0 | -1.1 | 4 | 0.3 | -0.2 | 0.9 | 1 | -1 | -4
O=C(CSc1nnc(-c2cccnc2)n1Cc1ccco1)c1ccccc1 | 1.1 | -0.7 | -1 | 1.0 | 3 | -1.6 | 6.6* | -0.4 | -3 | -2 | -31
COCCCNC(=S)NNC(=O)c1ccccc1Br | -0.1 | -0.1 | -8 | -0.6 | 4 | 2.7 | -1.1 | -0.7 | -2 | -5 | 13
CCOc1ccccc1NC(=O)c1oc2ccccc2c1NC(=O)C1CC1 | -1.6 | -1.0 | -5 | -0.1 | -4 | 2.8 | 0.0 | 0.4 | 1 | -2 | 3
Cc1cc(=O)n(Cc2ccccc2)c(O)c1C#N | -0.2 | -0.4 | -15 | 1.1 | 6 | 2.7 | 1.3 | 1.0 | 3 | -2 | -13
CC(NC(=O)c1cccc(S(=O)(=O)N2CCN(C)CC2)c1)c1ccc(Cl)cc1Cl (centres undefined) | -3.0 | -1.4 | 3 | -2.0 | 3 | -3.6 | -2.3 | 0.9 | 2 | -1 | -16
O=C(Nc1ccc(Cl)c(Cl)c1)OCCNC(=O)c1cccc(Cl)c1 | 0.0 | -1.3 | 28* | -0.5 | -8 | -0.9 | -1.3 | 2.3 | -10 | 0 | -43
CCc1cc(OCCN2C(=O)NC(C)(C)C2=O)ccc1Cl | -0.2 | -1.7 | -6 | -0.8 | -9 | -1.3 | -1.2 | 2.7 | 1 | -6 | 1
NC(=O)C1=C[C@@H](c2ccc(Br)cc2)C[C@@H](OCc2ccc(CO)cc2)O1 | -0.2 | -1.1 | -14 | 0.8 | -6 | 0.2 | -2.4 | 1.7 | -2 | 0 | -23
O=C(N/N=C/c1cc(Cl)ccc1O)c1cccnc1 | -1.7 | -1.8 | -29 | -4.0 | -5 | -9.8 | -2.7 | -5.8 | -2 | -1 | -8
O=C(NC1CCCCC1)c1sc(=S)n2c1[nH]c(=O)c1ccccc12 | 0.5 | -0.6 | 5 | 1.1 | 3 | 0.2 | 0.2 | 0.1 | 6 | 0 | 7
Cc1ccc(C)c(N(CC(=O)NCCC2=CCCCC2)S(C)(=O)=O)c1 | -0.8 | -1.6 | 0 | -0.3 | 4 | -0.6 | -0.7 | 0.4 | 0 | -1 | -8
O=C1NC(=O)C(=Cc2ccc(Cl)c(Cl)c2)S1 | 0.3 | -1.0 | 4 | 1.6 | 2 | 4.0 | 1.9 | 0.6 | 2 | 2 | -51
COc1ccc(C(O)P(=O)(OCCC(C)C)c2ccc(N(C)C)cc2)cc1OC (centres undefined) | -0.5 | -1.1 | 5 | 2.2 | -2 | 1.8 | -1.1 | 1.4 | 0 | 0 | -3
CCOC(=O)c1sc2c(c1C)c(=O)n(Cc1ccccc1)c(=O)n2CCN(C)C | -0.1 | -1.1 | -5 | 1.1 | 3 | 0.6 | -1.3 | 0.6 | 6 | 0 | -5
CNC(=S)N(Cc1ccc(OC)cc1)Cc1cc2ccc(C)cc2[nH]c1=O | 1.2 | -1.5 | 7 | 0.2 | 0 | -0.1 | -0.4 | 1.5 | 2 | 1 | 1
COc1cccc(-n2cc(CNCc3cn(C)nc3-c3ccccc3F)cn2)c1 | 0.9 | -2.0 | -1 | 0.1 | -6 | -2.3 | -0.1 | -0.3 | -20 | -5 | -3
COc1ccc(CNC(=O)CCNC(=O)N2CCn3c2nc2ccccc23)cc1 | -0.1 | -0.7 | -2 | 0.4 | 0 | -0.1 | -0.5 | 0.8 | -2 | -3 | 6
